PKA-R2B activ = activators of PKA-R2B holoenzyme, primary screen, biochemical, fluorescence polarization, Cy5-IP20, human. cAMP-dependent protein kinase catalytic subunit beta (Homo sapiens) + cAMP-dependent …. PKA-R2B holoenzyme dissociation; R2B truncated from residue 108, S112A mutant; 0% DMSO only, 100% 113 µM cGMP. activation, % at 11.4 µM. 0.079% of 340,000 active. AID 504700, 2011;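 active = activation above a cutoff set at the mean over all compounds plus 3 SD, cut at about 18% in these data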;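 note: higher means more holoenzyme dissociation and a rise in polarization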
Target sequence (P31323 whole entry, looked up, other chains not shown, the tested form may be a part): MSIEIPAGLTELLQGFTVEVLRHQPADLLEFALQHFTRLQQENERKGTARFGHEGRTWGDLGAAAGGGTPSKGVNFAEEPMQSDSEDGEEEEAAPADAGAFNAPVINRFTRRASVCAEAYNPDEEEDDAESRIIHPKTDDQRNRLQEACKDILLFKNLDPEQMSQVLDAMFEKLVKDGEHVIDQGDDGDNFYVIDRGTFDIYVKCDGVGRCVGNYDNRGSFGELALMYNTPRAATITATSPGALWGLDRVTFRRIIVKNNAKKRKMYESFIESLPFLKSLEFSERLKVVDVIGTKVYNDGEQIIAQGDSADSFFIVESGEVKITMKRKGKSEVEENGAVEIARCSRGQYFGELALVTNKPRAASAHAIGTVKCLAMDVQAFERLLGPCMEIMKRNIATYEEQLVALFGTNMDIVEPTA
Mot1-301 SUMO = yeast Mot1-301 growth rescue at high temperature, primary screen, SUMOylation pathway inhibitor project, S. cerevisiae, ATP luminescence, 38.5C. 1% of 320,000 active. growth rescue, % at 18.8 µM. S. cerevisiae Mot1-301 growth rescue; percent above DMSO median, 100 means doubled;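 active = every valid replicate shows activation above 250% relative to neutral control wells; inactive = the rest, any valid replicate at or below 250%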;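 note: OY570 slx delta 5 strain wells were the positive control but not used for scaling; some compounds called inactive have numbers as strong as hits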
PKA-R1A activ = activators of PKA-R1A holoenzyme, primary screen, biochemical, fluorescence polarization, Cy5-IP20, bovine R1A, mouse PKAc | cAMP-dependent protein kinase type I-alpha regulatory subunit (Bos taurus) + … | PKA-R1A dissociation; scaled: DMSO 0%, 113 µM cGMP 100% | activation, % at 11.4 µM | 0.083% of 340,000 active;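 active = percent activation above the mean of all tested compounds plus 3 SD, cut at about 19% in these data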;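 note: higher means more PKAc released from R1A so a rise in polarization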
AddAB inh = growth inhibition of E. coli expressing H. pylori AddAB, primary screen, AddAB inhibitor project, absorbance; inhibition, % at 11.9 µM; 0.29% of 330,000 active; AID 435030, 2010; in the data active = inhibition above about 12%;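 note: 0% = vehicle wells of infected cells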
PfHsp90 yeast 2 = growth inhibition of PfHsp90-expressing yeast, primary screen, antimalarial PfHsp90 inhibitor project, S. cerevisiae, BacTiter-Glo luminescence, single point, set 2; BacTiter-Glo ATP, 48 h; yeast lacking PDR1 and PDR3 efflux regulators; inhibition, % at 9.4 µM; 0.32% of 310,000 active; AID 504621, 2011;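 active = every replicate shows inhibition above about 80%, whatever the replicate mean, limit read from the data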;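 note: 0% = DMSO neutral controls and 100% = 20 µM radicicol positive controls; yeast relying on Plasmodium falciparum Hsp90 in place of its own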
MOR-DOR inv ag = inverse agonists of MOR-DOR heterodimerization, primary screen, cell-based, luminescence; AID 504357, 2011; inhibition, % at 9.3 µM; cell-based MOR-DOR heterodimer luminescence, inverse agonism; Mu-type opioid receptor (Homo sapiens) + Delta-type opioid receptor (Homo sapiens), …; 0.21% of 340,000 active; in the data active = inhibition above about 22%, passing the limit was not always enough;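 note: 0% = cells with DMSO and 100% = wells without cells with DMSO; values of inactives mirror those of a sister screen read the other way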
phage Ecoli inh = growth loss of phage-infected E. coli, primary screen, RecBCD inhibitor project, absorbance, with phage, HTS; inhibition, % at 11.9 µM; 0.26% of 360,000 active; AID 651602, 2012; in the data active = inhibition above about 11%
Ecoli viability = E. coli V3065 growth inhibition, primary screen, counter-screen for AddAB inhibitor project, absorbance, OD600 | 18 h | 0.27% of 330,000 active | inhibition, % at 11.9 µM | AID 449728, 2010;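 active = inhibition above the campaign's mean inhibition across all tested compounds plus 3 SD, cut at about 9.9% in these data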;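 note: uninfected addAB+ strain grown without phage in ampicillin broth; 0% = DMSO wells and 100% = ciprofloxacin 0.95 µg/ml wells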
MOR-DOR ag = agonists of OPRM1-OPRD1 heterodimerization, primary screen, cell-based, luminescence; activation, % at 9.3 µM; 0.3% of 340,000 active; Mu-type opioid receptor (Homo sapiens) + Delta-type opioid receptor (Homo sapiens), …; cells; in the data active = activation above about 18%;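 note: 0% = vehicle-treated cells and 100% = reference agonist; values of inactives mirror those of a sister screen read the other way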
Tat export inh = E. coli Tat export inhibitors, primary screen, MC4100, TorA-mCherry reporter, fluorescence, single point | AID 488895, 2010 | 0.036% of 340,000 active | inhibition, % at 10 µM;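 active = mean replicate inhibition at least 50% and at least half of replicates individually reaching 50%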;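 note: exported cargo escapes ClpAP degradation while cytoplasmic cargo is degraded and loses fluorescence; 0% = median of neutral control wells and 100% = median of NaSCN control wells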
HTR5A inv ctr = HTR5A inverse agonists in luminescence cell assay, primary screen, counter-screen for OPRM1-OPRD1 heterodimer inverse agonist project, full-deck HTS; 0.083% of 340,000 active; 5-hydroxytryptamine receptor 5A (Homo sapiens), P47898; inhibition, % at 9.3 µM; HTR5A cell line, inverse agonism; in the data active = inhibition mostly above about 23%, no sharp cut-off; inactive = mostly below about 18%;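 note: 0% = cells with DMSO and 100% = no-cell wells with DMSO; some compounds called inactive have numbers as strong as hits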
Target sequence (P47898 whole entry, looked up): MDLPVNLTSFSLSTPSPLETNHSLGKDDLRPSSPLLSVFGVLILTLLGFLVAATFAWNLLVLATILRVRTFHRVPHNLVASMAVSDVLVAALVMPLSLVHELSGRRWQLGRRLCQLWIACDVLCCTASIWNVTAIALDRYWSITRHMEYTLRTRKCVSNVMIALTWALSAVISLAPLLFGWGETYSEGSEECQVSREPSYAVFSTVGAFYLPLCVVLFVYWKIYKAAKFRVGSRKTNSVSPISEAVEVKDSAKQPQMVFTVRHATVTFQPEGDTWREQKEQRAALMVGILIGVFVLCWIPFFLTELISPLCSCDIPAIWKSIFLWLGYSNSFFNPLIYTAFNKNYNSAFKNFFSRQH
Numbers without * were called inactive; · = no result given. The order is random. Share with any hit: about 2.2%.

no. | SMILES | PKA-R2B activ | Mot1-301 SUMO | PKA-R1A activ | AddAB inh | PfHsp90 yeast 2 | MOR-DOR inv ag | phage Ecoli inh | Ecoli viability | MOR-DOR ag | Tat export inh | HTR5A inv ctr
1 | CCC(C)NC(=O)CO/N=C/c1ccccc1OC(F)F (stereo not given) | -10.9 | 13.7 | 1.3 | 3.5 | -5.7 | 6.3 | -4.3 | 0.7 | -1.4 | 4.0 | 12.0
2 | CCCOC(=O)CSC1=C(C#N)C(c2ccc3c(c2)OCO3)CC(=O)N1 (stereo not given) | -5.1 | 7.1 | -5.7 | 0.2 | 8.3 | 1.5 | -0.2 | 0.9 | -0.3 | -1.3 | 3.4
3 | CCCCC(=O)NNC(=S)NC(=O)c1ccc([N+](=O)[O-])cc1 | -0.8 | · | 1.0 | 3.2 | 12.5 | 5.3 | 3.2 | 4.1 | -1.0 | -14.5 | 0.2
4 | CCN(CC(=O)Nc1c(F)cccc1F)C(=O)CCc1nc2sc3c(c2c(=O)[nH]1)CCCC3 | -6.0 | -9.9 | -0.6 | -0.1 | -9.9 | 3.7 | -1.3 | 1.3 | -0.6 | 0.7 | -7.6
5 | CNC(=S)N(CCO)Cc1cc2cc3c(cc2[nH]c1=O)OCO3 | -10.3 | -4.4 | 5.5 | 0.9 | -12.8 | -0.8 | 2.3 | 1.6 | 0.2 | 1.0 | -18.8
6 | Cc1ccc(NC(=O)CN(C)C(=O)c2ccc(NC(=O)CC3SC(N4CCCC4)=NC3=O)cc2)cc1 (stereo not given) | 5.5 | -17.2 | -7.8 | -2.9 | 2.2 | 2.0 | 0.8 | 1.0 | -0.3 | -4.4 | -10.7
7 | Cc1ccsc1C(=O)OCC(=O)N1CCOCC1 | -10.8 | 10.3 | -2.3 | 0.9 | 32.9 | 8.4 | 3.0 | -3.2 | -1.4 | -0.8 | -32.5
8 | COc1ccc(-n2nnc3c(=O)n(CC(=O)N4CCCCC4)cnc32)cc1 | 3.1 | -2.4 | 2.9 | -3.6 | -5.6 | 11.5 | 1.8 | -2.7 | -2.1 | -7.4 | 11.2
9 | CCOC(=O)/C(C#N)=C/c1cn(CCC(=O)O)nc1-c1cccc(Cl)c1 | -3.1 | 12.7 | -2.9 | 0.4 | 1.9 | -0.2 | 3.9 | -0.1 | 0.0 | -7.9 | -11.1
10 | CC(=O)NC1(C(F)(F)F)N=C(c2ccccc2)NC1=O (stereo not given) | -6.0 | 1.5 | -6.3 | 3.3 | -0.6 | 16.1 | 1.5 | 3.9 | -3.1 | 1.9 | -9.2
11 | Cc1ccccc1Nc1nc(N)nc(COC(=O)c2cccn2C)n1 | -10.4 | -4.2 | 3.1 | 1.6 | · | -12.9 | 0.6 | 2.6 | 2.3 | -9.4 | -3.4
12 | O=C(O)CN1C(=O)C(=O)N(Cc2ccc(Cl)cc2Cl)C1=O | -5.4 | 264.1 | -14.9 | -0.1 | 12.0 | 13.2 | 0.5 | 0.7 | -3.0 | 3.2 | 12.7
13 | O=C(NCc1ccco1)C(C(=O)c1ccccc1)n1ccccc1=O (stereo not given) | -2.9 | -21.1 | 2.2 | 0.0 | · | -1.6 | 2.0 | 0.1 | 0.3 | 2.7 | 23.9
14 | O=C(Nc1ccc2c(c1)OCCO2)C1CCCN(S(=O)(=O)Cc2ccccc2)C1 (stereo not given) | -7.8 | -0.1 | -0.5 | 0.0 | 7.5 | 14.5 | -1.0 | -0.2 | -2.8 | 8.1 | -10.7
15 | CCn1nc(C(=O)OCC(=O)NCC(C)C)c2ccccc2c1=O | -0.8 | 6.7 | -9.7 | 0.3 | -22.2 | 9.7 | 2.5 | 0.5 | -1.9 | -2.3 | 0.1
16 | Cc1cc(NC(=O)COC(=O)CCNS(=O)(=O)c2cccc(C(F)(F)F)c2)no1 | 10.8 | -3.6 | 11.3 | 2.8 | -4.1 | 10.2 | 4.0 | 3.5 | -2.0 | 4.3 | 3.1
17 | O=c1oc2cc(Oc3ccc(C(F)(F)F)cc3[N+](=O)[O-])ccc2c2c1CCCC2 | 0.7 | 209.8 | 1.5 | 1.6 | 4.7 | -1.2 | 1.6 | 0.4 | 0.2 | -7.8 | 19.2
18 | C(=C\c1ccccc1)/C=N/N1CCN(c2ccccn2)CC1 | -7.3 | 8.6 | -12.1 | 1.7 | · | -1.5 | -0.3 | -0.2 | 0.3 | -6.7 | -2.1
19 | OC(COCc1ccc(Cl)cc1)CN1CCc2ccccc2C1 (stereo not given) | 4.2 | 34.2 | -9.1 | 3.0 | 51.5 | -12.5 | 3.0 | 1.2 | 2.2 | -14.5 | -9.6
20 | O=c1oc(-c2cccc(C(F)(F)F)c2)nn1-c1ccc(C(F)(F)F)cn1 | 1.7 | 3.7 | 1.6 | 2.0 | 6.3 | -15.8 | 4.1 | 0.7 | 3.2 | 0.9 | -20.7
21 | COc1ccc(C(=O)Nc2cccc(/C(C)=N\NC(=O)c3ccoc3C)c2)cc1OC | 1.9 | · | -0.5 | · | -3.9 | 18.6 | 3.1 | · | -5.7 | -3.4 | -4.4
22 | S=C(Nc1ccccc1)Nc1cccc(Br)c1 | 0.1 | -9.2 | 4.4 | 4.2 | 11.6 | 3.1 | 6.6 | 0.6 | -0.4 | -1.5 | 20.2
23 | O=C1CC(N2CCSCC2)C(=O)N1c1cccc(Br)c1 (stereo not given) | 10.9 | 10.3 | -2.9 | -1.2 | 37.5 | 21.1 | 6.4 | 0.4 | -4.1 | -15.2 | -1.7
24 | O=C(NCCCN1CCOCC1)C1Cc2c(ccc3ccccc23)O1 (stereo not given) | -13.8 | 19.4 | -2.4 | -2.2 | 5.2 | 4.7 | 0.8 | 0.3 | -1.0 | -2.7 | 10.0
25 | Cc1nc([N+](=O)[O-])cn1Cc1cccc([N+](=O)[O-])c1 | 3.5 | 6.9 | 4.8 | 0.3 | 7.0 | 18.9 | 5.7 | -1.5 | -3.3 | -6.4 | 1.2
26 | CCCN(CCC)C(C)C(=O)NCC1(c2ccccc2)CCCC1 (stereo not given) | -1.8 | · | -15.3 | 0.5 | -1.6 | -29.0 | 4.0 | -1.2 | 5.5 | -2.2 | 7.6
27 | O=C(CCC1CCCCC1)Nc1nnc(C(F)(F)F)s1 | -8.3 | · | 2.0 | · | -14.6 | -4.0 | -1.6 | · | 0.9 | 4.4 | -7.0
28 | Cc1cc(C)c2nc(SCC(=O)N3CC(=O)Nc4ccccc43)c(C#N)cc2c1 | 7.6 | -0.5 | -3.6 | 1.2 | · | 1.6 | 1.9 | -0.4 | -0.3 | -5.9 | -23.4
29 | CC(Sc1nncn1-c1ccccc1)C(=O)Nc1cccc([N+](=O)[O-])c1 (stereo not given) | 3.6 | -3.8 | -1.8 | 0.2 | 1.7 | 2.1 | 5.1 | 0.5 | -0.4 | -4.7 | -41.6
30 | Cc1ccc(N=C(NOCc2ccc(Cl)cc2Cl)c2nonc2N)c(C)c1 | -6.8 | 0.4 | -11.3 | -0.2 | -2.9 | -11.3 | 2.0 | 1.6 | 1.9 | -3.3 | 17.3
31 | O=C(N/N=C/c1cccs1)c1cncc(Br)c1 | 0.7 | 469.9* | -9.3 | -0.2 | 6.0 | 13.0 | 0.7 | -0.7 | -2.6 | -0.6 | 19.3
32 | O=C(/C=C/Nc1ccccc1F)c1ccc(Br)cc1 | -6.4 | -12.6 | -0.1 | 3.5 | -13.5 | -10.4 | 1.8 | 2.3 | 1.5 | -9.7 | -4.0
33 | CCNc1nc(Cl)nc(NC2CCCCC2)n1 | 2.1 | 120.7 | 3.6 | 0.7 | 6.1 | 12.3 | 3.2 | 0.0 | -2.4 | -6.0 | 2.9
34 | Nc1nc(C23CC4CC(CC(C4)C2)C3)[nH]c(=O)n1 | -1.1 | -5.5 | 0.1 | 1.1 | -26.4 | 6.1 | 1.8 | -0.8 | -1.2 | -1.8 | -14.3
35 | Cc1ccc(CNC(=O)CN(c2cccc([N+](=O)[O-])c2)S(=O)(=O)c2ccccc2)cc1 | -17.2 | 6.4 | -7.2 | 1.9 | -29.2 | -10.4 | 0.4 | 1.0 | 2.3 | 4.4 | -6.3
36 | COc1ccc2c(c1)nc(SCC(O)c1ccccc1)n2C (stereo not given) | -9.2 | -11.9 | -2.0 | 0.2 | · | 4.3 | 1.1 | -1.4 | -0.9 | 5.0 | -7.1
37 | CCn1c(SCC(=O)Nc2cc(C)on2)nnc1-c1cccnc1 | 8.8 | -2.6 | -0.8 | 0.7 | · | 6.8 | · | -1.1 | -1.2 | 3.2 | -6.2
38 | CCn1c(CSCc2ccc(Cl)cc2)n[nH]c1=S | -1.1 | 8.3 | -8.2 | 0.3 | -6.9 | 4.1 | 2.6 | -0.8 | -0.7 | 2.1 | 5.8
39 | O=c1cc2c(nn1Cc1ccccc1)-c1ccccc1CC2 | 2.4 | -2.6 | 14.9 | 1.2 | 19.9 | 10.7 | 2.5 | 0.8 | -2.0 | -5.8 | -3.6
40 | CN(C(=O)Nc1ccccc1)C1CCCc2ccccc21 (stereo not given) | 5.3 | -8.9 | 3.9 | 0.2 | -8.2 | 2.3 | 1.5 | 0.8 | -0.4 | 6.4 | -5.3
41 | Cc1cc(C[n+]2cc(Cl)ccc2N)c2ncccc2c1 | 8.6 | -6.1 | 0.2 | 0.2 | 0.0 | 11.8 | 2.4 | -1.0 | -2.3 | -1.7 | 23.0
42 | COc1ccc(C)cc1NC(=O)C/C(C)=N/NC(=O)Cc1cccc2ccccc12 | -7.0 | 138.5 | 1.9 | 1.7 | -1.7 | 9.2 | 4.3 | -0.7 | -1.7 | 5.9 | 2.1
43 | CC/C(=N\O)c1ccc(O)c(OC)c1 | -8.5 | -15.7 | 0.8 | 0.1 | -4.0 | 12.2 | 1.4 | 1.4 | -2.2 | 6.4 | -11.6
44 | Cc1oc(-c2cccc(Cl)c2)nc1CS(=O)(=O)CC(=O)NCCN1CCCC1 | -5.5 | 7.8 | -5.9 | -3.1 | 25.8 | 8.1 | 1.0 | -0.6 | -1.4 | -4.1 | 8.0
45 | COc1cc2c(cc1OC)CN(C(=O)c1cccs1)CC2 | 0.7 | -1.4 | -3.7 | 2.7 | -19.0 | 17.1 | 0.0 | -0.4 | -4.1 | 5.2 | 0.8

Source: PubChem
